VIM-2 inhibitor: VIM-2 metallo-beta-lactamase inhibitors, primary screen, biochemical, epi-absorbance readout, Pseudomonas aeruginosa enzyme | 0.89% of 290,000 active | inhibition, % at 5.6 µM | purified VIM-2, nitrocefin hydrolysis, epi-absorbance fluorescence;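 active means inhibition above the mean of all tested compounds plus 3 SD, cutoff set per screening run, cut at about 7.5% in these data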;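 further: red hydrolysis product quenches plate fluorescence so inhibitors raise well fluorescence; 0% = enzyme with DMSO and 100% = DMSO without enzyme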
MEKK3 PB1 HTS: modulators of MEKK3-MEK5 PB1 binding, primary screen, biochemical, wildtype MEKK3, multiplex bead flow cytometry, Alexa488-MEK5 | Mitogen-activated protein kinase kinase kinase 3 (Homo sapiens), Q99759 | bead-based flow cytometry, Alexa488-MEK5 binding to MEKK3; actives lie on both sides; 0 = blocked by unlabeled MEK5, 100 = vehicle | binding response (% of control), % at 10 µM | 1.4% of 290,000 active | AID 1529, 2009;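 active means binding response more than 3 SD above or below the average of its plate-row segment, actives on both sides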;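 further: Alexa488 bead fluorescence after subtracting the streptavidin-only scavenger bead signal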
PHOSPHO1 block: PubChem AID 1565; inhibition, % at 13.3 µM; 1.1% of 290,000 active; Phosphoethanolamine/phosphocholine phosphatase (Homo sapiens), Q8TCT1; recombinant PHOSPHO1, absorbance phosphatase assay; in the data active means inhibition above about 60%
p-CIP stab down: p/CIP-EGFP fusion destabilizers, primary screen, fluorescence, F442A cells. Q05BA5. 16 h. decrease of EGFP signal, % at 10 µM. 0.01% of 290,000 active;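 active means EGFP signal decrease of at least 30% at 10 µM or well 3 SD below plate mean, unless failing retest; inactive means the rest, including hits failing retest or dose response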; further: some compounds called inactive have numbers as strong as hits; many of its hits are not listed in these tables
SUMO HTRF inh: inhibitors of in vitro SUMOylation cascade, primary screen, biochemical, HTRF, uHTS; HTRF SUMOylation assay, SAE1/SAE2 + UBC9; inhibition, % at 35 µM; 0.36% of 290,000 active; SUMO-conjugating enzyme UBC9 (Homo sapiens), P63279; in the data active means inhibition above about 50%, passing the limit was not always enough; further: strong numbers were not always called active
IMP-1 inh: IMP-1 metallo-beta-lactamase inhibitors, primary screen, biochemical, epi-absorbance readout, Pseudomonas aeruginosa enzyme. metallo-beta-lactamase IMP-1 (Pseudomonas aeruginosa). purified IMP-1, nitrocefin hydrolysis, epi-absorbance fluorescence. inhibition, % at 5.6 µM. 0.45% of 290,000 active;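 active means inhibition above the mean plus 3 SD of all compounds in the same screening run, cut at about 4.5% in these data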;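 further: 0% = IMP-1 with DMSO and 100% = DMSO wells lacking enzyme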
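assay system = purified recombinant IMP-1 metallo-beta-lactamase enzyme | schedule = 15 min preincubation plus 25 min reaction at 25 °C | signal = Epi-absorbance fluorescence, 480 nm excitation, 530 nm emission | read-out basis = percent inhibition from optical density relative to buffer-blank wells | controls = IMP-1 with DMSO as 0%, enzyme-free DMSO as 100%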
IDE cell activ: human IDE activators in live cells, primary screen, fluorescence polarization, HEK cells, FAbeta-B substrate. activation, % at 5.96 µM. 0.073% of 340,000 active. FAbeta-B cleavage; 0% vehicle, 100% cell-free pure enzyme wells;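 active means activation above the mean of all tested compounds plus 3 SD, set per screening campaign, cut at about 17% in these data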
DNA FID counter: compounds displacing fluorescent DNA intercalator, primary screen, artefact control for HCV NS3 helicase inhibitor project, biochemical, FID fluorescence | 0.17% of 290,000 active | inhibition, % at 7.9 µM | AID 1845, 2009 | DNA fluorescent intercalator displacement; in the data active means inhibition above about 37%;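 further: 0% = vehicle and 100% = reference compound; higher means more ethidium bromide displaced from hairpin DNA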
NS3 helicase inh: inhibitors of HCV NS3 helicase, primary screen, biochemical, Cy5 molecular beacon fluorescence | 0.56% of 290,000 active | inhibition, % at 10.9 µM | NS3 helicase DNA unwinding | AID 1800, 2009;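 active means inhibition above the mean of all tested compounds plus 3 SD, set per campaign, cut at about 35% in these data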;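 further: 0% = DMSO wells and 100% = thioflavine S control wells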
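Test system: hepatitis C virus NS3 helicase domain fragment enzyme. Also added: annealed dual-labelled DNA beacon duplex, ATP-started. Timing: 60 min unwinding reaction at 25 °C after ATP addition. Technique: Cy5 fluorescence. Measure: % inhibition of unwinding.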
Active calls of the source: *; x = no result given. These rows are one share of the data (hit frequency here may not be typical).

SMILES | VIM-2 inhibitor | MEKK3 PB1 HTS | PHOSPHO1 block | p-CIP stab down | SUMO HTRF inh | IMP-1 inh | IDE cell activ | DNA FID counter | NS3 helicase inh
CC(=O)Nc1cccc(NC(=O)CSc2nnc(NC(=O)C3CC3)s2)c1 | -1.9 | 110 | 13 | -9 | 11 | -1.8 | 8 | -12 | 2
COc1ccccc1N1CCN(CCN2C(=O)CC(=C3c4ccccc4-c4ccccc43)C2=O)CC1 | -2.5 | 99 | x | x | x | 0.5 | x | -12 | -8
Cc1cc(=O)oc2cc(OCC(=O)N3CCN(c4ccc(F)cc4)CC3)ccc12 | 0.6 | 102 | 30 | -20 | x | 0.5 | -14 | -52 | 0
Cc1cc(NC(=O)CSc2nc3cc(Cl)ccc3s2)no1 | -3.7 | 106 | -6 | -15 | 26 | -2.9 | 0 | 0 | 7
C=CCNC(=O)c1ccc(OC)cc1OC | 1.7 | 104 | 6 | 2 | -2 | 0.5 | 6 | -4 | 2
Cc1[nH]nc(Sc2ccccn2)c1[N+](=O)[O-] | -4.9 | 93 | -1 | -9 | 4 | -1.4 | 2 | 1 | 0
COc1ccc(S(=O)(=O)N2CC(=O)Nc3ccccc32)cc1Cl | 3.0 | 105 | x | 2 | 5 | 1.6 | 1 | -2 | 8
O=C1CCN(C(=O)c2ccc(Cl)cc2)N1 | -0.9 | 104 | -8 | -9 | 23 | -4.0 | 6 | 13 | 2
Cc1c(N=C(N)/N=C(\N)Nc2ccc(Br)cc2)c(=O)n(-c2ccccc2)n1C | -1.8 | 105 | -6 | -5 | 3 | -1.2 | -1 | 0 | -10
Cc1cc(C)nc(NS(=O)(=O)c2ccc(NC(=O)C3(c4ccccc4)CCCC3)cc2)n1 | -0.8 | 102 | -7 | -7 | -4 | 0.3 | 4 | -37 | 4
CCN1CCN(C(=O)C2CCC(=O)N(CCCN3CCCC3=O)C2)CC1 (stereo not given) | -2.9 | 101 | 44 | -3 | 11 | -0.9 | 3 | -5 | 3
O=C(O)c1ccc(-c2sc(Nc3ccccc3)n[n+]2-c2ccccc2)cc1 | 1.4 | 99 | 15 | 3 | -10 | 0.2 | 6 | -7 | 18
CN(C)C(CNC(=O)c1cc(S(=O)(=O)N(C)c2ccccc2)ccc1Cl)c1ccccc1 (stereo not given) | -0.9 | 83 | 24 | -6 | 12 | -1.9 | 7 | 10 | -30
C/C(=N\Nc1cc(C)nc(NCc2ccccc2)n1)c1cccc([N+](=O)[O-])c1 | -3.1 | 94 | 24 | 0 | 3 | -3.1 | -3 | -2 | -21
C/C(=N\OC(=O)c1ccc(C)cc1)c1c(C)nc2cc(C)ccn12 | -4.5 | 100 | 20 | 4 | 13 | -4.2 | 8 | 7 | 3
CC1CCCCN1C(=O)Nc1cccc(Cl)c1 (stereo not given) | 0.1 | 100 | -23 | -14 | -2 | -1.9 | 6 | -3 | -1
NC(=O)C1CCN(C(=O)c2ccc3c(=O)n(Cc4ccco4)c(SCc4ccc([N+](=O)[O-])cc4)nc3c2)CC1 | 0.3 | 106 | 54 | -11 | 10 | -1.9 | 0 | -57 | -42
Cc1ccccc1CS(=O)(=O)c1cn(CC(=O)N2CCC(C)CC2)c2ccccc12 | 0.1 | 105 | -27 | -19 | 5 | 0.6 | 5 | -35 | -8
CC(=O)c1ccc(NC(=O)C2CCN(S(=O)(=O)c3cccnc3)CC2)cc1 | 0.3 | 100 | 7 | -1 | 0 | -3.1 | 0 | -31 | 3
CN1CCN(C(=O)c2cc3cc(Cl)ccc3[nH]2)CC1 | -2.0 | 108 | 29 | -2 | 8 | -2.1 | 4 | 0 | -8
COc1ccc(CC2(CO)CCN(Cc3nc(C(C)C)cs3)CC2)cc1 | 1.4 | 99 | 24 | -2 | 6 | 0.2 | 3 | 9 | -2
CCOc1ccc(C2NC(=O)c3ccccc3O2)cc1 (stereo not given) | -1.3 | 89 | 9 | -1 | -19 | -1.6 | -4 | -1 | -1
C/C=C/C(=O)OCC(=O)Nc1c(Cl)cccc1Cl | -3.1 | 96 | 26 | -1 | 11 | -5.9 | 6 | 2 | -3
Cc1ccccc1NC(=O)COC(=O)Cc1ccsc1 | -0.8 | 92 | 36 | 2 | 10 | -0.6 | -3 | 7 | -4
Cc1cc(C)c(C)c(S(=O)(=O)N2CCC(C(=O)N3CCCCCCC3)CC2)c1C | -2.4 | 99 | 36 | -6 | 3 | -2.4 | -3 | -65 | -17
COc1ccc2sc(N(CCCN(C)C)C(=O)c3nc4ccccc4s3)nc2c1 | -2.0 | 111 | 34 | 17 | 8 | -3.2 | 7 | 4 | -2
CC(C)(C)c1ccccc1NC(=O)Cn1cnc2cc([N+](=O)[O-])ccc2c1=O | -1.7 | 107 | 52 | 1 | 1 | -2.3 | 1 | -2 | 10
CC(=O)NC1=NN(C(C)=O)C(C)(CS(=O)(=O)c2ccc(Cl)cc2)S1 (stereo not given) | -0.3 | 100 | -4 | -2 | 6 | 1.0 | 1 | -7 | 4
CCOc1ccc(Nc2nc(-c3sc(N)nc3C)cs2)cc1 | -2.6 | 100 | x | 3 | -12 | -2.5 | -5 | -4 | -3
O=C1CCC(C(=O)N2CCC(O)CC2)CN1CCc1ccc(Cl)cc1 (stereo not given) | 1.4 | 102 | 9 | -8 | 2 | -2.9 | -15 | -7 | -1
C=C(C)c1cccc(C(C)(C)NC(=O)N2CCN(c3ccccn3)CC2)c1 | -1.4 | 109 | -1 | -10 | 27 | -1.7 | 4 | -20 | 2
CCOc1ccc(N2CC(O)=C(c3ccccc3)C2=N)cc1 | -1.8 | 99 | 24 | -6 | 10 | -3.2 | -1 | 0 | -2
COc1ccc(C(=O)NCC(=O)N2CCCC(C)C2)cc1OC (stereo not given) | -0.8 | 101 | 4 | 11 | 0 | -0.3 | -2 | -6 | -8
O=C(CCc1ccccc1)Nc1ccccc1C(=O)NCc1ccco1 | -1.9 | 117 | -7 | -10 | -17 | -3.4 | 1 | -7 | -4
CCNC(=O)CSc1nc2ccccc2c(=O)n1CCCOC(C)C | -1.2 | 109 | 10 | 1 | 14 | -3.2 | 5 | -13 | -1
COc1ccc(C2=C(N)c3ccccc3C2=O)cc1 | 1.8 | 103 | -7 | 2 | -18 | -1.9 | 2 | -1 | 0
C/C(=N/Nc1ccc([N+](=O)[O-])cc1)c1ccc(C)cc1C | -1.5 | 112 | -2 | -4 | -21 | -3.7 | 0 | 1 | 3
Cc1cccc(CNC(=O)c2cc(S(=O)(=O)N3CCOCC3)cn2C)c1 | -2.6 | 97 | 11 | 9 | -18 | -2.6 | 1 | -13 | 1
COc1ccc(CCNC(=S)NCc2cccs2)cc1OC | -1.9 | 86 | -32 | -7 | -7 | -1.1 | 2 | -7 | -13
C/C(=N/NC(=O)CN1CCN(S(=O)(=O)c2ccc(C)cc2)CC1)c1ccco1 | -3.8 | 106 | 49 | 4 | 18 | -2.9 | 6 | -28 | -10

Record cards (already shown).
Profile of CCOc1ccc(N2CC(O)=C(c3ccccc3)C2=N)cc1 = VIM-2 inhibitor: -1.8; MEKK3 PB1 HTS: 99; PHOSPHO1 block: 24; p-CIP stab down: -6; SUMO HTRF inh: 10; IMP-1 inh: -3.2; IDE cell activ: -1; DNA FID counter: 0; NS3 helicase inh: -2
Profile of Cc1ccccc1CS(=O)(=O)c1cn(CC(=O)N2CCC(C)CC2)c2ccccc12 = VIM-2 inhibitor: 0.1; MEKK3 PB1 HTS: 105; PHOSPHO1 block: -27; p-CIP stab down: -19; SUMO HTRF inh: 5; IMP-1 inh: 0.6; IDE cell activ: 5; DNA FID counter: -35; NS3 helicase inh: -8

Following part:
SMILES | VIM-2 inhibitor | MEKK3 PB1 HTS | PHOSPHO1 block | p-CIP stab down | SUMO HTRF inh | IMP-1 inh | IDE cell activ | DNA FID counter | NS3 helicase inh
Cc1ccc(S(=O)(=O)N2CCN(C(=O)Cc3ccc4c(c3)OCCO4)CC2)cc1C | -2.6 | 111 | -13 | -1 | 6 | -3.1 | 4 | -30 | 2
Cc1cccc2sc(NC(=O)CN3C(=O)C4CC=CCC4C3=O)nc12 (stereo not given) | -5.2 | 148* | 32 | -5 | -2 | -2.2 | 7 | -8 | 8
Cc1cc(F)ccc1S(=O)(=O)Nc1ccccc1C(=O)Nc1ccc2[nH]c(=O)[nH]c2c1 | 0.3 | x | -20 | 6 | 13 | -1.9 | 3 | -20 | 3
O=c1cc2c(n[nH]1)CCCC2 | -3.7 | 108 | 18 | -15 | 20 | -1.5 | 2 | -2 | 12
CC1=C(C(=O)OCc2ccc3c(c2)OCO3)C(c2cccc([N+](=O)[O-])c2)NC(=O)N1 (stereo not given) | -2.5 | 87 | 4 | -1 | -2 | -2.7 | -8 | 4 | -2
CCc1nnc(NS(=O)(=O)c2ccc(NC(=S)NC(=O)c3cccnc3)cc2)s1 | -2.0 | 95 | 24 | -16 | 16 | -0.9 | 0 | -28 | 1
COc1ccc(N(CC(=O)Nc2cc(Cl)ccc2OC)S(=O)(=O)c2c(C)[nH]c(=O)[nH]c2=O)cc1 | -1.5 | 94 | 12 | -6 | 11 | -3.0 | 1 | -29 | -4
COc1ccc(NC(=O)CSc2nnc(-c3ccco3)n2C)cc1 | -3.5 | 97 | 2 | -10 | 8 | -3.2 | 1 | -8 | -3
CCCOC(=O)CSc1nc(N)c(C#N)c(-c2ccco2)c1C#N | 2.4 | 93 | x | x | x | -3.2 | -2 | -2 | -1
Cc1ccc(S(=O)(=O)Nc2ccc(C(=O)NCc3ccncc3)cc2)cc1 | -1.8 | 102 | 18 | -5 | 4 | -5.0 | -4 | -7 | -2
O=C(Nc1cccc(S(=O)(=O)c2cccc(NC(=O)c3ccco3)c2)c1)c1ccco1 | -2.2 | 118 | 45 | -12 | 12 | -2.2 | 3 | -18 | -14
OC1(c2ccccc2)Cc2cccc[n+]2C1c1ccccc1 (stereo not given) | -3.2 | 103 | 32 | -10 | 13 | -3.4 | 1 | -3 | -6
CCCc1ccc(OCCNC(=O)c2ccco2)cc1 | 33* | 101 | 42 | 2 | -2 | -4.2 | 0 | -35 | 1
CCCC(=O)Nn1cnc2c(c1=O)C1(CCCC1)Cc1ccccc1-2 | -3.7 | 107 | 27 | -11 | 12 | -2.8 | 6 | 1 | 1
COC(=O)c1ccc(CNC(=O)N2CCN(S(=O)(=O)c3ccc(C)cc3)CC2)cc1 | -2.1 | 103 | 14 | -10 | 4 | -1.7 | 4 | -33 | -12

Two entries from above, with two lines to a compound:
Fields: VIM-2 inhibitor, MEKK3 PB1 HTS, PHOSPHO1 block, p-CIP stab down, SUMO HTRF inh, IMP-1 inh, IDE cell activ, DNA FID counter, NS3 helicase inh
OC1(c2ccccc2)Cc2cccc[n+]2C1c1ccccc1 (stereo not given)
 : -3.2, 103, 32, -10, 13, -3.4, 1, -3, -6
CCCc1ccc(OCCNC(=O)c2ccco2)cc1
 : 33*, 101, 42, 2, -2, -4.2, 0, -35, 1
